APE1 inh: qHTS Assay for Inhibitors of the Human Apurinic/apyrimidinic Endonuclease 1 (APE1). DNA repair nuclease/redox regulator APEX1 (Homo sapiens), P27695. recombinant APE1, TAMRA/BHQ-2 abasic DNA cleavage fluorescence. Potency, µM (top dose mostly 65.8 µM), inactives show at the top dose activity change, negative = inhibition, actives largely listed as inhibitors. 350,000 tested, 0.35% active. AID 2517, 2012;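 also: potency is read from the fitted curve at half-maximal effect; plate controls were vehicle for no effect and reference inhibitor for full effect; nearly all actives have a fitted effect of over 55% in size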
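Enzyme (0.75 nM final) and test compound are incubated 15 min at room temperature before adding 50 nM quenched THF abasic-site duplex. Cleavage dequenches TAMRA, followed at 525/598 nm over three reads one minute apart.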
Pol beta inh: qHTS Assay for Inhibitors of DNA Polymerase Beta. Pol beta primer extension/strand displacement, fluorescence kinetic. P06746. Potency, µM (top dose mostly 114 µM), for the others: at the highest dose activity change, negative = inhibition, most hits filed as inhibitors. 340,000 tested, 1.3% active. AID 485314, 2010; also: potency is read from the fitted curve at half-maximal effect; % is scaled to controls: 0 for no effect and ±100 for the full control effect
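Reaction started by 50 nM substrate onto compound-treated Pol beta (10 nM, 15 min preincubation, room temperature); plates read at 0 min and 10 min. Normalized concentration-effect data fitted by four-parameter Hill equation.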
12-LOX inh: Primary qHTS assay for inhibitors of human arachidonate 12S-lipoxygenase (ALOX12): Round 2 | AID 1671190, 2021 | Polyunsaturated fatty acid lipoxygenase ALOX12 (Homo sapiens), P18054 | Potency, µM (top dose mostly 108 µM), without a hit: at the top dose activity change, negative = inhibition, actives largely listed as inhibitors | 580,000 tested, 1.1% active | purified 12hLO, xylenol orange hydroperoxide absorbance; also: potency is read from the fitted curve at half-maximal effect; % is scaled to controls: 0 for no effect and ±100 for the full control effect
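Purified human 12hLO (150 nM final) in 25 mM Hepes, 0.01% Triton X-100, pH 7.0 was preincubated 15 min at room temperature with compound. Then 40 uM arachidonic acid was added, 30 min. Hydroperoxide was read by Fe-XO absorbance ratio 573/405 nm.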
RGS4 inh: Inhibitors of Regulator of G Protein Signaling (RGS) 4: qHTS; Transcreener GDP fluorescence polarization, RGS4-accelerated GTP hydrolysis; Potency, µM (doses to about 114 µM), for the others: at the highest dose activity change, negative = inhibition, actives largely listed as inhibitors; 390,000 tested, 0.039% active; AID 504845, 2011; also: potency is read from the fitted curve at half-maximal effect; % is scaled to controls: 0 for no effect and ±100 for the full control effect; nearly all actives have a fitted effect of over 75% in size; some results filed as inactive show a strong effect at the top dose
Target sequence (P49798 whole entry, looked up): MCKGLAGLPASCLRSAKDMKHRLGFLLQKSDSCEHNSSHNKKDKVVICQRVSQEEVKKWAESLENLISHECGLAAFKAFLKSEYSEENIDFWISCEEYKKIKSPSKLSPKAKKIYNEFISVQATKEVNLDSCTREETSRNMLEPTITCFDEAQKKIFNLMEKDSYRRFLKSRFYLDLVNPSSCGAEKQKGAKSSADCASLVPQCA
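MLSMR compounds (23 nl, pin-transferred) preincubated 10 min at room temperature with a 500nM (2x) first reagent, then RGS4 at 900nM (2x) plus Transcreener GDP mix added; fluorescence polarization (620/688 nm) read before and after 90 min at 30 °C.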
ERG-DNA inh: qHTS for Small Molecule Inhibitors of the ERG Ets/DNA interaction; 370,000 tested, 0.028% active; Potency, µM (doses to about 76.9 µM), without a hit: top-dose FP activity, negative = inhibition, actives largely listed as inhibitors; Transcriptional regulator ERG (Homo sapiens), P11308; fluorescence polarization, His-ERG Ets domain / labelled DNA; AID 624246, 2012; active = well fitted inhibition curve with a large enough effect in the polarisation, with a control signal flat; inconclusive = small, poorly fitted or top-dose-only effect, or effect the other way, or a change in a side signal; inactive = no such curve, though single readings can be large or run the other way; the % refers to the polarisation;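 also: polarization taken with two DNA probes labelled with fluorescein and Texas red; potency is read from the fitted curve at half-maximal effect; % of control where 0% means no effect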
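His-tagged ERG Ets domain (1 uM in the protein solution; 300mM KCl, 50mM Tris-HCl, 1mM EDTA, 1mM DTT, pH 7.5) received compound, then a probe mix of 5 nM fluorescein-DNA and 100nM Texas-615-DNA. Fluorescence polarization was read for both dyes.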
LDHA block: qHTS assay for inhibitors of human lactate dehydrogenase. 480,000 tested, 0.15% active. purified LDHA, NADH/diaphorase-resazurin fluorescence; stronger effect = lower value. activity change, % (values are at about 110 or 230 µM). L-lactate dehydrogenase A chain (Homo sapiens), P00338; in the data active = activity change below about -30%; inconclusive = mostly about -25% to -30%;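 also: plate controls were DMSO wells for no effect and wells without enzyme for full effect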
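LDH5 2 nM; NADH 0.06 mM, pyruvate 0.2 mM; 200 mM Tris pH 7.4, EDTA, Tween-20; 5 min RT. Detection: diaphorase 0.133 mg/mL + resazurin 37 µM, fluorescence ex540/em590 at 0 and 20 min; normalized to enzyme-free and DMSO wells.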
POLH inh: qHTS for Inhibitors of Polymerase Eta | DNA polymerase eta (Homo sapiens), Q9Y253 | recombinant Pol eta, fluorescent DNA replication assay | Potency, µM (top dose mostly 114 µM), for the others: at the top dose activity change, negative = inhibition, hits mostly inhibitors | 390,000 tested, 1.2% active; also: potency is read from the fitted curve at half-maximal effect; % is scaled to controls: 0 for no effect and ±100 for the full control effect
Target sequence (Q9Y253 whole entry, looked up): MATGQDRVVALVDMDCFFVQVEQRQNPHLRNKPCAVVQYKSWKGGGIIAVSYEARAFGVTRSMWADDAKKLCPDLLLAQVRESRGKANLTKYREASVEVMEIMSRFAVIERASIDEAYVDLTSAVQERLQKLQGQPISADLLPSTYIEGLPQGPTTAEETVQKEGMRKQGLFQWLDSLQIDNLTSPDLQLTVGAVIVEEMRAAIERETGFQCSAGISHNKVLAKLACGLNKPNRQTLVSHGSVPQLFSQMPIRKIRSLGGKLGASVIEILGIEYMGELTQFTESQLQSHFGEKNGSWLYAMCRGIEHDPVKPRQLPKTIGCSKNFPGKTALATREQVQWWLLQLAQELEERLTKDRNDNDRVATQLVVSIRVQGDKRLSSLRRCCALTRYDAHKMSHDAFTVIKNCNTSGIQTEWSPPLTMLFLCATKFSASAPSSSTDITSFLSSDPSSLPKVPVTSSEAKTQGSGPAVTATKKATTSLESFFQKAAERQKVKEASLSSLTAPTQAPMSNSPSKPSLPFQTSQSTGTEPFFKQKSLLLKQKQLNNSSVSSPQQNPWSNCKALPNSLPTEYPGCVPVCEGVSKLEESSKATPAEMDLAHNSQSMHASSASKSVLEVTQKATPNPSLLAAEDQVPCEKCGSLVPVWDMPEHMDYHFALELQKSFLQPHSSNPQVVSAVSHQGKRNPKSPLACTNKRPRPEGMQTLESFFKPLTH
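Pol eta (10 nM) was preincubated with compounds for 15 min at room temperature, after which fluorescent replication substrate (50 nM final) was added to start the reaction. Fluorescence was read kinetically at 0 and 10 min.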
Pol kappa inh: qHTS for Inhibitors of Polymerase Kappa. Potency, µM (highest dose often 107 µM), for inactives: at the top dose activity, negative = inhibition, usual class: inhibitors. DNA polymerase kappa (Homo sapiens), Q9UBT6. purified Pol kappa, fluorescent DNA synthesis assay, 10 min. 400,000 tested, 0.53% active. AID 588579, 2011; also: potency is read from the fitted curve at half-maximal effect; % is scaled to controls: 0 for no effect and ±100 for the full control effect
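First, compounds were pin-transferred onto 10 nM Pol kappa. After 15 min at room temperature, substrate was added to 50 nM final. Fluorescence was then measured kinetically at 0 and 10 min.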
Anesthetic bind: qHTS Assay for Identification of Novel General Anesthetics; Ferritin light chain (Equus caballus), P02791; apoferritin/1-aminoanthracene competitive binding, fluorescence; Potency, µM (doses to about 77.5 µM), inactives show at the top dose activity change, negative = displacement, usual class: inhibitors; 350,000 tested, 0.074% active; AID 485281, 2010; also: potency is read from the fitted curve at half-maximal effect; % is scaled to controls: 0 for no effect and ±100 for the full control effect; nearly all actives have a fitted effect of over 20% in size
Target sequence (P02791 2-175 limits assumed): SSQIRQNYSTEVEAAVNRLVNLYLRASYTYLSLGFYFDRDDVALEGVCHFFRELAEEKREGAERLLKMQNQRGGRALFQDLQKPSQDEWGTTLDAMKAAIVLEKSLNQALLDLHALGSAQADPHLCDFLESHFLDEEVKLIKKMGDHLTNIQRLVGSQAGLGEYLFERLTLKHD
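Read-out: endpoint 1-AMA fluorescence, excitation 380 nm and emission 535 nm, after compounds sit 10 min at room temperature with 10 uM horse-spleen apoferritin in 50% saturated 1-AMA/PBS. Values come from four-parameter Hill fits.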
Active calls of the source: *; i = inactive; ? = inconclusive; . = not tested or not shown; & = joins results of further samples; [ ] = remark or other dose. Unless noted, calls follow the shape of the dose curve; as a rule, active = well fitted curve in the direction sought with a large enough effect; inconclusive = small, poorly fitted or top-dose-only effect, or another doubt; inactive = no such curve, though single readings can be large; an effect the other way counts as inactive or inconclusive. This is a subset; the hit share may differ from the screen's.

SMILES	APE1 inh	Pol beta inh	12-LOX inh	RGS4 inh	ERG-DNA inh	LDHA block	POLH inh	Pol kappa inh	Anesthetic bind
O=C(CO/N=C/c1c(Cl)cccc1Cl)NNC(=O)c1cccc(Cl)c1	-1%	1%	-15%	-21%	3%	0	-8%	-4%	?
CCOC(=O)C(CCCCOc1cccc(CC)c1)C(=O)OCC	3%	-9%	1%	-26%	-9%	-9	-4%	-2%	-8%
O=C(CCCn1c2ccccc2c(=O)c2ccccc21)Nc1cccc(Cl)c1	.	1%	?	3%	6%	-4	-17%	0%	70%[activator]
Cc1ccc(NC(=O)C(=O)NNC(=O)c2cccs2)cc1	-3%	9%	-3%	15%	-7%	-1	-12%	-8%	-6%
O=C(NCCCN1CCOCC1)C(=O)c1c[nH]c2ccccc12	16%	47%	-36%	-14%	-12%	-6	-2%	1%	-8%
O=C(C1CCC(CNc2c(N3CCCCC3)c(=O)c2=O)CC1)N1CCN(C2CCCCC2)CC1 (centres undefined)	0%	45%	5%	0%[56.9 µM]	-11%	-1	-13%	2%	-5%
CC(C)c1ccccc1NC(=O)C1CC(=O)N(C2CCCC2)C1 (centres undefined)	18%	2%	.	-9%	-2%	-1	-3%	-6%	-6%
CCOC(=O)c1ccc2nc(NC(=O)C(C)C)sc2c1	-4%	-11%	3%	9%	9%	-1	-9%	-6%	-3%
C=CCn1c(CCCNC(=O)c2ccccc2OC)nc2ccccc21	-3%	0%	.	11%	-4%	-15	-17%	-8%	-9%
COc1ccccc1/C=N\Nc1ccccc1[N+](=O)[O-]	0%	10%	43%[activator]	-21%	?	3	-9%	0%	-5%
CCN(CC)C(=O)COC(=O)C1=NN(c2cc(C)ccc2C)C(=O)CC1	13%	17%	3%	-7%	-2%	-10	-24%	3%	-3%
O=S(c1ccsc1)c1ccsc1	-6%	3%	?	1%	-10%	-7	-17%	3%	31%[activator]
COc1ccc(C(C(=O)NC2CCCC2)N(CCCO)C(=O)c2snc(C(N)=O)c2N)cc1 (centres undefined)	66%[activator]	1%	12%	9%	1%	-7	-3%	-6%	14%
O=C(CSc1ccc(Cl)cc1)NNC(=O)c1cccnc1	0%	34%	4%	-3%	2%	-11	-8%	-6%	-5%
Nc1c(C(=O)Nc2ccccc2)nnn1-c1ccc2c(c1)OCCO2	55%	-1%	9%	2%	2%	-8	-1%	0%	-14%
COc1ccc(C(=O)C2CCCN(Cc3cccn3-c3ccccn3)C2)c(OC)c1 (centres undefined)	1%	-12%	-2%	-7%	-6%	-3	-10%	-9%	-19%
COc1ccc(SCC(Cc2ccccc2)N2CCN(CC(C)C)CCC2=O)cc1 (centres undefined)	4%	.	.	?	.	.	.	-4%	-18%
Cc1cc(NC(=O)c2ccccc2)ccc1NC(=O)c1ccccc1Cl	27%	3%	27%	-12%	15%	-3	-13%	14%	-13%
CC1CCN(S(=O)(=O)c2ccc3nc(NCc4ccccc4)ccc3c2)CC1	.	4%	?	-15%	0%	-6	-18%	-3%	91%[activator]
CC(C)CCN(CC(=O)NC(C)(C)C)C(=O)C(=O)Nc1ccc2c(c1)OCCO2	4%	0%	0%	3%	-1%	6	-10%	7%	-16%
Cc1ccc2cccc(S(=O)(=O)N3CCN(c4cccc(Cl)c4)CC3)c2n1	-8%	?	21%	12%	3%	-2	-13%	-4%	-13%
Cn1cc(S(=O)(=O)c2ccccc2)c(=O)c2cc(F)c(N3CCCCCC3)cc21	.	-24%	-11%	-19%	5%	3	9%	-11%	49%[activator]
O=C(Cn1cc(C(F)(F)F)ccc1=O)N/N=C/c1cccc(Cl)c1Cl	-8%	4%	28%	1%	-2%	-8	-17%	-4%	1%
CCCCC(C(=O)NC1CCCC1)N(Cc1ccco1)C(=O)Cn1nnc(-c2ccc(F)cc2)n1 (centres undefined)	-10%	2%	33%[activator]	-19%[11.4 µM]	-9%	-2	-1%	-6%	-17%
Nc1ncnc2nc(SCCOc3ccc(Cl)cc3)[nH]c12	-4%	-12%	-9%	-14%	9%	1	-12%	-4%	6%
Going on with the list:
SMILES	APE1 inh	Pol beta inh	12-LOX inh	RGS4 inh	ERG-DNA inh	LDHA block	POLH inh	Pol kappa inh	Anesthetic bind
O=C(N/N=C/c1cccc2cccnc12)c1ccccc1O	-3%	8%	0%	-2%	1%	7	-17%	4%	-2%
CN(C)C(=O)CCc1ccc2c3c([nH]c2c1)[C@]1(C)[C@@H](C(=O)N2CCOCC2)C[C@H](CC(=O)NCCc2ccccn2)C(=O)N1CC3	0%	.	26%	-11%	-2%	-3	-17%	-7%	.
COc1ccc(NC(=O)Cc2c[nH]c3ccccc23)cc1S(=O)(=O)N1CCCCC1	-6%	0%	-4%	-23%	3%	-3	-28%	-24%	6%
O=C(COC(=O)c1cc(-c2cccs2)nc2ccccc12)c1ccc(F)cc1	.	14%	-22%	7%	0%	-10	-5%	-5%	0%
CC(C)n1nc(C(=O)Oc2cc(Cl)ccc2Cl)c2ccccc2c1=O	3%	-2%	?	-16%	24%	-12&3	-20%	-14%	?
Cc1cccc(C)c1N=Cc1c(O)n(-c2nccs2)c(=O)c2ccccc12	-8%	1%	.	24%	2%	-10	-19%	-3%	-2%
CCc1nnc2c(NCc3cccc(OC)c3)nc3ccccc3n12	.	27%	-12%	6%	-2%	-19	-8%	-6%	13%
CCOc1ccc(/C=N/NC(=O)c2csc(C)c2C)c(OCC)c1	0%	76%	14%	15%	-6%	-7	-8%	-10%	-12%
CC(=O)N1CCN(c2ccc(NC(=O)c3cccc(C)c3)cc2)CC1	6%	-2%	i	27%	6%	-5	?	-8%	-6%
CCc1noc(C)c1C(=O)N(C)CC(=O)Nc1ccc(Br)cc1C	0%	.	14%	3%	-4%	-2	3%	-19%	.
CCOC(=O)CSC1=C(C#N)C(c2ccccc2C)C2=C(CCCC2=O)N1 (centres undefined)	-1%	-22%	?	?	-10%	-1&0	-19%	-21%	?
CC(C)Sc1nnc([C@@H]2CCCN2C(=O)OC(C)(C)C)o1	15%	0%	25%	-1%	-2%	-1	-12%	-13%	5%
Cc1cc(C(=O)N2CCN(S(=O)(=O)c3ccc(F)c(Cl)c3)CC2)c(C)o1	5%	.	?	8%	17%	-1	-5%	-2%	.
CCc1nnc(NC(=O)c2ccc(F)c(S(=O)(=O)N3CCCCC3)c2)s1	14%	6%	120%[activator]	13%	1%	-6	3%	5%	-3%
COc1ccc(C)cc1S(=O)(=O)NC1CCCCCC1	23%	-27%	370%[activator]	-1%	10%	-2	-18%	-3%	-23%
O=C(Cn1c(=O)n2nc(-c3cccc(F)c3)nc2c2ccccc21)N1CCN(c2ccccc2F)CC1	.	0%	-2%	?	-2%	1	-13%	3%[60.1 µM]	22%
Cc1ccc(C)c(S(=O)(=O)N2CCCOC2CNC(=O)C(=O)NCc2cccs2)c1 (centres undefined)	1%	80%	49%[activator]	-14%	-8%	-4	-8%	0%	-21%
O=C(Cn1cnc2c(oc3ccccc32)c1=O)N1CCN(c2ccccc2)CC1	1%	4%	29%	41%	3%	-15	-4%	-9%	-7%
CC(C)Cc1nc2sc3c(c2c(=O)n1N)CC(C(C)C)OC3 (centres undefined)	-2%	20%	0%	-13%[11.4 µM]	6%	-2	-38%	-7%	7%
Cc1nn2c3ccccc3n(Cc3ccccc3)c2nc1=O	5%	0%	-8%	0%	-13%	-2	11%	-4%	-3%
N#Cc1c(N2CCCC2)ccc(Br)c1Cl	0%	-2%	0%	-10%	3%	0	-3%	5%	61%[activator]
COc1ccc(/C=C2/S/C(=N/S(=O)(=O)Cc3ccccc3)NC2=O)cc1OC	-3%	22%	-21%	-4%	-1%	-6	-6%	-18%	1%
CNC(=O)c1ccc(=O)n(Cc2cccc(C(F)(F)F)c2)c1	-8%	3%	-8%	1%	0%	-11	-20%	-6%	0%
O=C(CN(Cc1ccc(Cl)c(Cl)c1)S(=O)(=O)c1ccccc1)N/N=C\c1ccc2c(c1)OCO2	-8%	-2%	.	-20%	9%	-2	-11%	-14%	-15%

A draw from above in order of length of the SMILES, largest number first.
SMILES	APE1 inh	Pol beta inh	12-LOX inh	RGS4 inh	ERG-DNA inh	LDHA block	POLH inh	Pol kappa inh	Anesthetic bind
O=C(CN(Cc1ccc(Cl)c(Cl)c1)S(=O)(=O)c1ccccc1)N/N=C\c1ccc2c(c1)OCO2	-8%	-2%	.	-20%	9%	-2	-11%	-14%	-15%
O=C(Cn1c(=O)n2nc(-c3cccc(F)c3)nc2c2ccccc21)N1CCN(c2ccccc2F)CC1	.	0%	-2%	?	-2%	1	-13%	3%[60.1 µM]	22%
CC(=O)N1CCN(c2ccc(NC(=O)c3cccc(C)c3)cc2)CC1	6%	-2%	i	27%	6%	-5	?	-8%	-6%
